# Screening results from PubChem.
# PfG6PD inh: PfG6PD (Plasmodium falciparum) enzyme inhibition. inhibition, % at 20 µM. PfGluPho enzyme, NADPH resazurin-diaphorase fluorescence. 350,000 tested, 0.78% active;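 active = inhibition reaching at least a set limit at 20 µM in the primary screen, cut at about 59% in these data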;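 note: 0% = DMSO wells with substrate and 100% = DMSO wells lacking glucose-6-phosphate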
# HKDC1 inhibitor: blocks human hexokinase HKDC1 activity | recombinant HKDC1, G6PDH/diaphorase resazurin coupled fluorescence | Q2TB90 | 340,000 tested, 0.16% active | inhibition, % at 20 µM;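 active = inhibition above about 35% when tested at 20 µM, limit read from the data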;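 note: plate controls were DMSO wells with enzyme for no effect and DMSO wells lacking enzyme for full effect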
#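 test system = in-house recombinant HK5 (HKDC1) enzyme | amount = HKDC1 at 5 µg/mL | control set = DMSO-enzyme wells negative, buffer-substituted wells positive | compound = one dose of 20 µM, 1% DMSO | schedule = reaction time 90 min, room temperature, protected from light | technique = resorufin fluorescence at 613 nm | reagent = glucose with 1 mM ATP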
# SENP6 block: blocks the human protease SENP6; inhibition, % at 10 µM; Q9GZR1; 330,000 tested, 1.8% active; Recombinant SENP6 catalytic domain, aminoluciferin luminescence;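 active = inhibition above about 50% at the single tested dose, limit read from the data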;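 note: plate controls were DMSO wells with enzyme for no effect and DMSO wells lacking enzyme for full effect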
# Target sequence (Q9GZR1 628-1112 limits assumed): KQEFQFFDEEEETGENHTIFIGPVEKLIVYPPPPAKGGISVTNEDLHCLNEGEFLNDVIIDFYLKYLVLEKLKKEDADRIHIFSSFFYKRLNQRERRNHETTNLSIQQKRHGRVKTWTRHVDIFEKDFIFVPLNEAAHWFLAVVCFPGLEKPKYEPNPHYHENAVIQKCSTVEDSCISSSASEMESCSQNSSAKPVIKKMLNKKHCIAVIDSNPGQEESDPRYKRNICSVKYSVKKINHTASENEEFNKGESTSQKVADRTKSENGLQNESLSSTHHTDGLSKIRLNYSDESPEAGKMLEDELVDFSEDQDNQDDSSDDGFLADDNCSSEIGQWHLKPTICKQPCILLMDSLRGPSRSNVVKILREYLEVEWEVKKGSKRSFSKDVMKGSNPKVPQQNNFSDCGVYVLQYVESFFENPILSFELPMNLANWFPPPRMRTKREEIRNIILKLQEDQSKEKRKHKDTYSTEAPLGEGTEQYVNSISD
# SENP8 block-1: SENP8 (human) protease inhibition | recombinant SENP8, Nedd8 substrate fluorescence | inhibition, % at 20 µM | 360,000 tested, 0.64% active | AID 602440; in the data active = inhibition mostly above about 40%, no sharp cut-off; inactive = mostly below about 27%
# Target sequence (Q96LD8 whole entry, looked up): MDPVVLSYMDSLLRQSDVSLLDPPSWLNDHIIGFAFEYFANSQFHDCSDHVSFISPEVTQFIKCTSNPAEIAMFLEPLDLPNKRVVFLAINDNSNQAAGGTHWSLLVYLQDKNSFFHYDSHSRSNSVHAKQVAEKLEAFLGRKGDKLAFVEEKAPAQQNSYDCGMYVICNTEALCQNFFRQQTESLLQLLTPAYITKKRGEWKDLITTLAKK
# SENP1 FRET inh: inhibitors of human SENP1 SUMO protease catalytic domain | inhibition, % at 10 µM | recombinant SENP1 catalytic domain, CyPet-SUMO1-YPet FRET cleavage | Q9P0U3 | 360,000 tested, 0.21% active;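 active = inhibition at least 30% at 10 µM, raw YFP signal under a set limit, fluorescence ratio 0.5 to 1.5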;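 note: 0% = enzyme with DMSO and 100% = no enzyme wells; some results filed as inactive read as strong as hits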
# Target sequence (Q9P0U3 419-644 limits assumed): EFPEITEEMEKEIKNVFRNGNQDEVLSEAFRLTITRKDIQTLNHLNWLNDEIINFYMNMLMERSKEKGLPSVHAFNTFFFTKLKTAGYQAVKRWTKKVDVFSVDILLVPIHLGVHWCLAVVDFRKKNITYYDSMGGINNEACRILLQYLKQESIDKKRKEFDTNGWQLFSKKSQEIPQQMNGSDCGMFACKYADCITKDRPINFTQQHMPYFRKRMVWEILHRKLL
#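 Test system: human SENP1 catalytic domain; medium: Tris pH 8 buffer plus EDTA, NaCl, BME, BSA, NP40, catalase; incubation: 50 min reaction at room temperature; technique: FRET, CFP and YFP emission; controls: no-enzyme low control and enzyme-plus-DMSO high control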
# SENP8 block-2: blocks the human protease SENP8; Q96LD8; purified SENP8, Z-RLRGG-aminoluciferin cleavage, luminescence; inhibition, % at 10 µM; 330,000 tested, 1.2% active; AID 2540; in the data active = inhibition above about 50%
# NALP3 yeast inh: NALP3 inhibition in yeast | Yeast reconstituted NLRP3/ASC/caspase-1, beta-gal luminescence, 24 h | AID 2825 | 330,000 tested, 0.39% active | inhibition, % at 10 µM;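 active = inhibition of 50% or more; inactive = inhibition below 50%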;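 note: plate controls were induced DMSO wells for no effect and uninduced yeast grown without galactose for full effect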
# Apaf1 inhib: human Apaf-1 inhibition. O14727. reconstituted apoptosome caspase-3 activity, DEVD-Rh110 fluorescence. inhibition, % at 20 µM. 330,000 tested, 0.71% active. AID 489030; active = inhibition of at least 40% at 20 µM;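 note: plate controls were DMSO wells for no effect and DEVD-CHO caspase inhibitor wells for full effect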
#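 Material: biochemical Apaf-1 apoptosome reconstitution. Medium: Hepes buffer, pH 7.5. Also added: cytochrome c activation, bis-DEVD rhodamine 110 substrate. Timing: 30 min compound preincubation, 50 min activation, room temperature. Measured by: rhodamine 110 fluorescence at Ex 480/Em 540 nm.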
# SENP7 inh: SENP7 protease inhibition; inhibition, % at 5 µM; AID 434973; Q9BQF6; recombinant SENP7, Z-RLRGG-aminoluciferin luminescence, 40 min; 330,000 tested, 1.5% active;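 active = inhibition above about 50% at the single test dose, limit read from the data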;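 note: plate controls were DMSO with enzyme for no effect and no enzyme buffer wells for full effect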
# Active calls of the source: *; / = no result given. Rows were taken by chance, and some 4.1% of all compounds hit somewhere here.
SMILES,PfG6PD inh,HKDC1 inhibitor,SENP6 block,SENP8 block-1,SENP1 FRET inh,SENP8 block-2,NALP3 yeast inh,Apaf1 inhib,SENP7 inh
O=C(Nc1ccc(F)cc1F)C1CCN(C(=O)c2ccc(Br)cc2)CC1,-8,-8,-5,8,-10,-3,-4,-15,-5
CSc1cnnc2ccccc12,-12,-3,/,15,2,/,/,/,/
O=Nc1c(O)[nH]c2ccc(F)cc12,-13,-4,-13,18,-2,-6,9,-4,2
O=C(Nc1nccs1)c1cccc(N2C(=O)c3cccc4c([N+](=O)[O-])ccc(c34)C2=O)c1,-1,12,7,-433,-26,-9,-10,8,8
CC(=O)c1ccc(Cc2ncc(C(F)(F)F)cc2Cl)s1,-12,3,5,24,2,3,30,3,7
CCOC(=O)CCCN1CC(O)=C(c2nc3ccccc3s2)C1=N,11,-10,-28,-192,-21,-8,13,2,-8
COc1ccc(-c2[nH]n(-c3ccc([N+](=O)[O-])cc3)c(=O)c2C=NCCN2CCNCC2)cc1,/,/,13,/,/,3,25,6,0
CC(=O)O[C@]1(C(C)=O)CC[C@H]2[C@@H]3C=C(C)C4=CC(=O)CC[C@]4(C)[C@H]3CC[C@@]21C,8,-2,-18,8,0,-3,-9,12,-3
O=C(C1CCN(S(=O)(=O)c2cccs2)CC1)N1CCN(c2ccccc2O)CC1,3,5,3,18,-2,0,17,6,3
CC(=O)N1c2ccccc2C(C)(c2ccccc2)CC1(C)C (stereo not given),1,5,-6,8,0,1,6,7,5
O=S(=O)(NCCOc1ccc(F)cc1)c1ccc2c(c1)OCCO2,-11,-1,-6,21,1,3,2,11,9
CCS(=O)(=O)N1CCN=C1SCc1ccc(F)cc1,13,-5,-17,10,1,-3,8,-8,-3
O=C1[C@H]2C(c3ccccc3)=NN(c3ccccc3)[C@H]2C(=O)N1c1ccccc1,-8,20,-17,-422,-63,-8,2,-1,-12
Cc1c(NC(=O)CSCc2ccc(Cl)cc2Cl)cccc1C(=O)O,-8,-2,29,10,-1,8,-4,-3,4
O=S(=O)(NC1CCCCC1N1CCN(c2ccc(F)cc2)CC1)c1ccccc1 (stereo not given),12,6,-19,10,-1,-14,18,10,-24

# In the list so far, these have a thiophene ring, fused or not.
SMILES,PfG6PD inh,HKDC1 inhibitor,SENP6 block,SENP8 block-1,SENP1 FRET inh,SENP8 block-2,NALP3 yeast inh,Apaf1 inhib,SENP7 inh
CC(=O)c1ccc(Cc2ncc(C(F)(F)F)cc2Cl)s1,-12,3,5,24,2,3,30,3,7
O=C(C1CCN(S(=O)(=O)c2cccs2)CC1)N1CCN(c2ccccc2O)CC1,3,5,3,18,-2,0,17,6,3

# Sorted by count of non-hydrogen atoms (descending): 3 of the compounds above
SMILES,PfG6PD inh,HKDC1 inhibitor,SENP6 block,SENP8 block-1,SENP1 FRET inh,SENP8 block-2,NALP3 yeast inh,Apaf1 inhib,SENP7 inh
COc1ccc(-c2[nH]n(-c3ccc([N+](=O)[O-])cc3)c(=O)c2C=NCCN2CCNCC2)cc1,/,/,13,/,/,3,25,6,0
CCS(=O)(=O)N1CCN=C1SCc1ccc(F)cc1,13,-5,-17,10,1,-3,8,-8,-3
CSc1cnnc2ccccc12,-12,-3,/,15,2,/,/,/,/

# Returning to the listing with the 2 entries that preceded the break.
SMILES,PfG6PD inh,HKDC1 inhibitor,SENP6 block,SENP8 block-1,SENP1 FRET inh,SENP8 block-2,NALP3 yeast inh,Apaf1 inhib,SENP7 inh
Cc1c(NC(=O)CSCc2ccc(Cl)cc2Cl)cccc1C(=O)O,-8,-2,29,10,-1,8,-4,-3,4
O=S(=O)(NC1CCCCC1N1CCN(c2ccc(F)cc2)CC1)c1ccccc1 (stereo not given),12,6,-19,10,-1,-14,18,10,-24
O=C(Nc1ccccc1F)c1ccc(CN2CCc3ccccc3C2)cc1,11,-4,-28,16,2,-16,25,-11,-9
COc1cccc(OC)c1C(=O)Nc1cc(C)on1,-15,-1,-12,29,2,4,5,-7,-1
COc1cc(Cl)c(C)cc1NC(=O)CCCn1c(=O)oc2ccccc21,-3,-2,-17,18,4,-14,15,10,-13
Cn1cnnc1SCC(=O)Nc1ccc(Oc2ccccc2)cc1,0,-10,1,2,2,-9,19,0,0
Cc1sc2ncn(CC(=O)NCC3COc4ccccc4O3)c(=O)c2c1S(=O)(=O)N1CCCCC1 (stereo not given),-11,-7,-11,11,0,-2,0,6,-5
CCN(CC)C1CCN(C(=O)CCc2nnc(CCCCc3ccccc3)o2)C1 (stereo not given),2,-11,4,5,0,-4,-3,3,1
COc1ccccc1N1CCN(CC(O)COCCOc2ccc(Br)cc2)CC1 (stereo not given),-10,-6,-10,19,3,-2,28,7,-6
CC(C)N(Cc1ccccc1)C(=S)Nc1ccc(F)cc1,5,-2,15,23,3,-2,5,-28,4
CCCCOC(=O)c1ccc(NC(=O)c2cc(Cl)ccc2OC)cc1,18,-2,17,15,0,8,12,9,3
Cc1nn(-c2ccccc2)c(Cl)c1/C=N/NC(=O)c1ccn[nH]1,3,2,17,7,0,23,-7,-2,38
CCOC(=O)CSC1=N/C(=C\c2ccc(OC)c(OC)c2)C(=O)N1C,29,-29,-6,-91,-97,-3,15,-3,1
O=C(c1cccs1)c1no[n+]([O-])c1C(=O)c1cccs1,26,12,-3,24,3,-1,24,-1,-4
CCOC(=O)c1c(-c2cccc([N+](=O)[O-])c2)cn2ccccc12,17,-11,2,9,0,-1,45,13,7
Cc1ccc2c(c1)[C@H]1[C@H](CO2)[C@H](c2ccccc2)[C@]2(C)C(=O)N(Cc3ccc(Cl)cc3)CC(=O)N12,8,3,0,-4,-5,3,21,19,2
O=C(NNC(=O)c1ccc(F)cc1F)c1ccc2c(c1)OCO2,0,-7,-19,-51,0,-2,1,-7,2
COc1cccc(-n2ccnc2SCC(=O)Nc2ccccc2F)c1,-6,-2,3,5,0,-4,15,6,7
COc1ccc(/C=C2\CCCc3c2nc2ccccc2c3C(=O)O)cc1OC,/,/,9,/,/,5,1,-16,9
CCOC(=O)C1C(=O)OC(C)(C)C1C(CC)C(=O)c1c(C)cc(C)cc1C (stereo not given),8,-1,15,15,1,-7,1,6,7
COC(=O)c1ccccc1S(=O)(=O)NNC(=O)C1COc2ccccc2O1 (stereo not given),-5,-3,-4,7,0,-4,42,-8,-6
CC(C)N1CC(C(=O)Nc2nc3ccccc3s2)CC1=O (stereo not given),4,-3,-6,9,0,-12,6,2,-8
O=C(OCc1ccc(F)cc1)c1ccc2c(c1)-c1ccccc1C2=O,3,-5,0,28,-2,-12,21,6,-4
O=C(O)CC/C(=C\c1ccc(N2CCOCC2)c([N+](=O)[O-])c1)c1nc2ccccc2s1,12,4,/,19,0,/,/,/,/
CCCCOP(=O)(c1ccc(N(C)C)cc1)C(Nc1ccccc1)c1ccccc1 (stereo not given),26,-1,7,3,0,3,5,11,1
O=C(Nc1ccccc1O)c1csc2c1CCCC2,29,-2,-27,15,-1,-2,43,-10,12
COc1ccc(C(=O)Nc2ccc(Cl)cc2C(=O)N2CCCC(C)C2)cc1OC (stereo not given),-13,-7,2,13,-1,2,20,3,5
COc1ccc2nc(NC(=O)C3CSC4(C)CCC(=O)N34)sc2c1 (stereo not given),8,1,-14,-37,0,-2,3,4,-3
CCOC(=O)Cc1csc(NC(=O)C(C)(C)CC)n1,-7,-6,-4,9,-3,-8,13,-19,-10
CCN1C(=O)[C@@H]2[C@@H](c3ccc(-c4ccc(OC)cc4)c(OC)c3)N3CCCC[C@@]3(C(=O)OC)[C@@H]2C1=O,14,2,3,-194,-3,1,6,8,15
CCCCN(CCCNc1ncnc2nc[nH]c12)c1ccccc1,9,0,-8,8,1,-8,11,16,3
CCOC(=O)N1CCN(C(=O)c2cccc(N3C(=O)NC4CC3(C)Oc3ccc(Cl)cc34)c2)CC1 (stereo not given),-4,-1,-4,13,1,-15,7,0,12
CCCN(CC(=O)Nc1ccccc1C)C(=O)CCCNC(=O)c1ccc(Cl)cc1,4,-4,-10,12,0,15,18,2,-12
CC(/C=N/NC(=O)c1cc(-c2ccccc2)nc2ccccc12)=C\c1ccco1,8,7,-20,-22,4,-11,6,15,-5
CCc1nnc(NC(=O)[C@@H](NC(=O)c2cccc(S(=O)(=O)N3CCOCC3)c2)C(C)C)s1,-17,-7,-8,1,-1,2,11,2,-4
CCN(CC)C(=O)CSc1nnc(-c2ccco2)o1,5,-5,8,14,-3,1,4,1,-2
Cc1nn(-c2ccccc2)c(N2CCCC2)c1/C=N/Nc1ccc(S(=O)(=O)Nc2ccccc2)cc1[N+](=O)[O-],-3,-8,4,64*,4,2,17,-4,3
COc1ccc(C(=O)CCC(=O)Nc2ccc(N3CCCCC3)cc2)cc1OC,3,4,-3,-5,-1,-6,9,12,-3
COc1ccc(OC(=O)c2c(C)nn(-c3ccccc3)c2C)cc1,-3,0,-6,13,0,-13,19,5,3
COc1ccc(C(C)(C)C)cc1NC(=O)C1CCCO1 (stereo not given),-2,4,-4,5,1,-4,11,8,3
CCN(CC(=O)NCc1ccc(F)cc1)C(=O)C1CCN(S(=O)(=O)c2ccc(C(C)C)cc2)CC1,-1,1,-15,13,1,-14,-3,20,10
CN1C(=O)NC(c2ccc(C(F)(F)F)cc2)C2=C1CC(C)(C)CC2=O (stereo not given),-11,-5,-10,16,-2,-8,1,5,-2
